High-throughput results deposited in PubChem BioAssay by Broad Institute.
BioA inh: blocks M. tuberculosis BioA enzyme activity; purified M. tuberculosis BioA enzyme, plate reader; inhibition, % at 9.99 µM; 0.096% of 360,000 active; AID 602481; in the data active = inhibition above about 40%
The depositor's hits bear a star. The list is partial, so the mix of outcomes need not match the whole.

SMILES,BioA inh
CC(C)C#Cc1ccc([C@H]2[C@H]3CN(S(=O)(=O)Cc4ccccc4)CCCCN3[C@H]2CO)cc1,-1.2
CCC(=O)NC[C@@H]1[C@H](c2ccc(-c3ccccc3)cc2)[C@H](CO)N1C(=O)C1CC1,-2.8
C[C@@H]1CCCCO[C@@H](CN(C)Cc2ccccc2)[C@H](C)CN([C@H](C)CO)C(=O)c2cc(NS(=O)(=O)c3ccc(F)cc3)ccc2O1,-0.8
COc1ccc(S(=O)(=O)N(C)C[C@@H]2Oc3ccc(NC(=O)c4ccncc4)cc3CC(=O)N([C@@H](C)CO)C[C@H]2C)cc1,-2.4
Cc1noc(C)c1NC(=O)Nc1ccc2c(c1)C(=O)N([C@@H](C)CO)C[C@@H](C)[C@@H](CN(C)Cc1ccc(C(F)(F)F)cc1)O2,4.4
COc1cccc(C(=O)Nc2ccc3c(c2)C(=O)N(C)[C@H]2CC[C@@H](CC(=O)NCC4CC4)O[C@H]2CO3)c1,-0.9
COc1ccc(NC(=O)Nc2ccc3c(c2)CC(=O)N([C@H](C)CO)C[C@H](C)[C@@H](CN(C)C(=O)NC(C)C)O3)cc1,4.1
CCCC(=O)Nc1ccc2c(c1)C(=O)N(C)[C@H]1CC[C@H](CC(=O)NCc3ccccc3Cl)O[C@@H]1CO2,2.8
COc1ccc(NC(=O)N2C[C@H](O)COC[C@H]3O[C@@H](CC(=O)N4CCN(C)CC4)CC[C@@H]32)cc1,-0.1
CO[C@@H]1CN(C)C(=O)c2ccc(NC(=O)Nc3cc(F)ccc3F)cc2OC[C@H](C)N(C(=O)c2ccccn2)C[C@@H]1C,-0.1
CC(C)NC(=O)Nc1ccc2c(c1)C(=O)N([C@H](C)CO)C[C@H](C)[C@H](CN(C)Cc1ccc(C(=O)O)cc1)OCCCC[C@@H](C)O2,-0.4
CC(C)NC(=O)N(C)C[C@H]1Oc2ccc(NC(=O)Nc3ccc(C(F)(F)F)cc3)cc2C(=O)N([C@@H](C)CO)C[C@H]1C,0.8
C[C@H](CO)N1C[C@H](C)[C@H](CN(C)C)Oc2ccc(NC(=O)c3ccncc3)cc2CC1=O,-3.8
C[C@@H]1CN([C@H](C)CO)C(=O)c2cccc(NC(=O)c3cnccn3)c2O[C@@H]1CN(C)S(=O)(=O)c1ccc(Cl)cc1,-1.5
CC(=O)N(C)C[C@@H]1Oc2ncc(-c3cccnc3)cc2C(=O)N([C@H](C)CO)C[C@@H]1C,1.1
C[C@H](CO)N1C[C@H](C)[C@H](CN(C)C(=O)NC2CCCCC2)Oc2ccc(NC(=O)Cc3ccccc3)cc2CC1=O,-1.2

The final 4 records of the part before come first, to join the parts:
SMILES,BioA inh
C[C@H](CO)N1C[C@H](C)[C@H](CN(C)C)Oc2ccc(NC(=O)c3ccncc3)cc2CC1=O,-3.8
C[C@@H]1CN([C@H](C)CO)C(=O)c2cccc(NC(=O)c3cnccn3)c2O[C@@H]1CN(C)S(=O)(=O)c1ccc(Cl)cc1,-1.5
CC(=O)N(C)C[C@@H]1Oc2ncc(-c3cccnc3)cc2C(=O)N([C@H](C)CO)C[C@@H]1C,1.1
C[C@H](CO)N1C[C@H](C)[C@H](CN(C)C(=O)NC2CCCCC2)Oc2ccc(NC(=O)Cc3ccccc3)cc2CC1=O,-1.2
Cc1noc(C)c1S(=O)(=O)Nc1ccc2c(c1)CC(=O)N([C@H](C)CO)C[C@H](C)[C@H](CN(C)Cc1ccc(Oc3ccccc3)cc1)O2,-0.3
C[C@H]1CCCCO[C@H](CN(C)C(=O)NC2CCCCC2)[C@@H](C)CN([C@@H](C)CO)C(=O)c2cc(NC(=O)NC3CCCCC3)ccc2O1,-0.5
C[C@H]1CCCCO[C@H](CN(C)S(=O)(=O)c2ccccc2)[C@@H](C)CN([C@@H](C)CO)C(=O)c2cc(NS(=O)(=O)c3cccs3)ccc2O1,1.4
Cc1ccccc1S(=O)(=O)N1[C@H](C#N)[C@@H](c2ccccc2)[C@H]1CO,-1.6
CCCNC(=O)C[C@H]1C[C@@H]2c3cc(NC(=O)CC4CC4)ccc3O[C@@H]2[C@@H](CO)O1,-1.4
Cc1ccc(-c2cnc3c(c2)C(=O)N([C@H](C)CO)C[C@@H](C)[C@@H](CN(C)C(=O)CN(C)C)O3)cc1,-2.9
COc1ccc([Si](C)(C)[C@H]2[C@H](CCO)O[C@@]3(C(=O)N(C)c4ccccc43)[C@@H]2C)cc1,4.4
C[C@@H]1CN([C@H](C)CO)C(=O)c2cc(NS(C)(=O)=O)ccc2O[C@@H](C)CCCCO[C@@H]1CN(C)C(=O)CCCN(C)C,-0.5
N#C[C@H]1[C@@H](c2ccc(C#CC3CC3)cc2)[C@@H](CO)N1C(=O)c1cccc(F)c1,2.4
CO[C@H]1CN(C)C(=O)c2cc(NC(=O)c3ccc4c(c3)OCO4)ccc2OC[C@@H](C)N(CCC(F)(F)F)C[C@@H]1C,-1.4
Cc1noc(C)c1NC(=O)N(C)C[C@H]1OCCCC[C@@H](C)Oc2ccc(NS(=O)(=O)c3c(C)noc3C)cc2C(=O)N([C@H](C)CO)C[C@H]1C,-1.8
CCCN(C)C[C@@H]1Oc2cc(C#Cc3cccc(F)c3)ccc2S(=O)(=O)N([C@@H](C)CO)C[C@@H]1C,2.4
CCCC#Cc1ccc2c(c1)O[C@@H](CN(C)C(=O)CN(C)C)[C@@H](C)CN([C@H](C)CO)S2(=O)=O,-1.8
C[C@H](CO)N1C[C@H](C)[C@H](CN(C)Cc2ccccc2)Oc2cc(Br)ccc2S1(=O)=O,-0.4
C[C@H](CO)N1C[C@H](C)[C@@H](CN(C)C(=O)c2ccncc2)Oc2ncc(C3=CCCC3)cc2C1=O,-0.5
C[C@H](CO)N1C[C@H](C)[C@@H](CN(C)C(=O)Cc2ccccc2)OCCCC[C@H](C)Oc2ccc(NS(=O)(=O)c3cccs3)cc2C1=O,0.7
COC(=O)C[C@@H]1CC[C@@H]2[C@@H](COc3ccc(NC(=O)Cc4cccs4)cc3C(=O)N2C)O1,1.7
O=C(C[C@H]1CC[C@H](NS(=O)(=O)c2cccc(F)c2)[C@H](CO)O1)N1CCCCC1,-1.1
C[C@@H]1CCCCO[C@H](CN(C)C(=O)Cc2ccccc2)[C@@H](C)CN([C@@H](C)CO)C(=O)c2cc(NS(C)(=O)=O)ccc2O1,6.4
CN(C[C@@H]1[C@H](c2ccccc2)[C@H](CO)N1C(=O)c1ccccc1)C(=O)C1CC1,-6.7
COc1cccc(C(=O)Nc2ccc3c(c2)C(=O)N(C)C[C@H](OC)[C@H](C)CN(C)[C@@H](C)CO3)c1,-2.9
CNC[C@H]1OCCCC[C@@H](C)Oc2ccc(N(C)C)cc2C(=O)N([C@@H](C)CO)C[C@H]1C,-2.4
COc1ccc(NC(=O)N[C@@H]2CC[C@H](CCn3cc(-c4ccc(OC)cc4)nn3)O[C@H]2CO)cc1,-0.7
COc1ccccc1C#Cc1ccc2c(c1)O[C@@H](CN(C)C(C)=O)[C@@H](C)CN([C@@H](C)CO)S2(=O)=O,-0.4
CNC(=O)C[C@@H]1CC[C@@H]2[C@@H](COc3ccc(NC(=O)c4cccc(OC)c4)cc3C(=O)N2C)O1,14.2
COc1ccccc1-c1cnc2c(c1)C(=O)N([C@@H](C)CO)C[C@H](C)[C@@H](CN(C)Cc1cncnc1)O2,-1.9
CCCN(C)C[C@H]1Oc2cc(-c3ccccc3F)ccc2S(=O)(=O)N([C@@H](C)CO)C[C@H]1C,0.9
Cc1noc(C)c1NC(=O)Nc1ccc2c(c1)C(=O)N([C@@H](C)CO)C[C@@H](C)[C@H](CN(C)C(=O)NC(C)C)O2,-0.7
CCCNC(=O)C[C@H]1CC[C@@H]2[C@@H](COc3ccc(NC(=O)c4cscn4)cc3C(=O)N2C)O1,-0.2
CCC(=O)NC[C@@H]1[C@@H](c2ccc(-c3cccc(F)c3)cc2)[C@H](CO)N1C(=O)CC,7.2
COc1ccccc1-c1ccc([C@@H]2[C@H]3CN(S(=O)(=O)c4cn(C)cn4)CCCCN3[C@H]2CO)cc1,-1.2
CC(C)[C@H](C)NC(=O)N(C)C[C@H]1OCc2ccccc2-c2ccccc2C(=O)N([C@@H](C)CO)C[C@@H]1C,-3.7
C[C@H]1CN([C@@H](C)CO)C(=O)c2cccc(NS(=O)(=O)c3cccs3)c2O[C@H]1CN(C)Cc1ccc(-c2ccccc2)cc1,-4.9
O=C(N[C@@H]1CC[C@H](CCn2cc(-c3ccccc3)nn2)O[C@@H]1CO)c1ccccc1F,3.8
C/C=C/c1cnc2c(c1)C(=O)N([C@H](C)CO)C[C@@H](C)[C@H](CN(C)CC1CCOCC1)O2,1.5
C[C@H]1CN([C@@H](C)CO)C(=O)c2cc(NC(=O)CCCN(C)C)ccc2O[C@H]1CN(C)Cc1ccncc1,-0.5
COCC#Cc1ccc([C@H]2[C@H]3CN(Cc4cncnc4)CCCCN3[C@H]2CO)cc1,-5.1
C[C@@H]1CN([C@H](C)CO)C(=O)c2cccc(NC(=O)c3nc4ccccc4s3)c2O[C@@H]1CN(C)C(=O)Nc1ccc2c(c1)OCO2,-0.2
CC(C)OC(=O)N(C)C[C@H]1OCc2ccccc2-c2c(n(C)c3ccccc23)C(=O)N([C@H](C)CO)C[C@H]1C,2.8
O=C1O[C@H](c2ccccc2)[C@H](c2ccccc2)N2[C@H]1[C@@H](C(=O)N1CCN(c3ncccn3)CC1)[C@]1(C(=O)Nc3ccc(C#CCCO)cc31)[C@H]2c1ccc(OCCO)cc1,-1.2
CN1C(=O)c2cc(NS(C)(=O)=O)ccc2OC[C@@H]2O[C@@H](CC(=O)NCc3ccc(-c4ccccc4)cc3)CC[C@@H]21,0.6
CC=Cc1ccc2n(c1=O)C[C@H]1[C@H](CO)[C@@H](C(=O)NCC(F)(F)F)N(CCC)[C@@H]21 (mixture of isomers),-0.9
COCC#Cc1cnc2c(c1)C(=O)N([C@H](C)CO)C[C@@H](C)[C@H](CN(C)C(=O)c1cnccn1)O2,4.1
CCCC#Cc1ccc([C@@H]2[C@@H](C#N)N(C(=O)C3CC3)[C@@H]2CO)cc1,-2.1
CCc1cnc(N2[C@H](C#N)[C@H](c3ccccc3)[C@@H]2CO)s1,0.8
COc1cccc(CNC(=O)C[C@@H]2CC[C@H](NC(=O)C3CCC3)[C@H](CO)O2)c1,-3.2
C[C@H]1CN([C@@H](C)CO)C(=O)Cc2cc(NC(=O)CCC(F)(F)F)ccc2O[C@@H]1CN(C)S(=O)(=O)c1ccccc1,-1.1
CO[C@H]1CN(C)C(=O)c2cc(NS(=O)(=O)c3ccc(C)cc3)ccc2OC[C@H](C)N(Cc2nccs2)C[C@@H]1C,-3.0

Brought forward from above: 5 entries; new compounds follow.
SMILES,BioA inh
CCCC#Cc1ccc([C@@H]2[C@@H](C#N)N(C(=O)C3CC3)[C@@H]2CO)cc1,-2.1
CCc1cnc(N2[C@H](C#N)[C@H](c3ccccc3)[C@@H]2CO)s1,0.8
COc1cccc(CNC(=O)C[C@@H]2CC[C@H](NC(=O)C3CCC3)[C@H](CO)O2)c1,-3.2
C[C@H]1CN([C@@H](C)CO)C(=O)Cc2cc(NC(=O)CCC(F)(F)F)ccc2O[C@@H]1CN(C)S(=O)(=O)c1ccccc1,-1.1
CO[C@H]1CN(C)C(=O)c2cc(NS(=O)(=O)c3ccc(C)cc3)ccc2OC[C@H](C)N(Cc2nccs2)C[C@@H]1C,-3.0
CCCNC(=O)N1C[C@@H](O)COC[C@H]2O[C@@H](CC(=O)N3CCCCC3)CC[C@@H]21,-1.7
CO[C@@H]1CN(C)C(=O)c2cc(NC(=O)C3CC3)ccc2OC[C@H](C)N(C(=O)c2cccnc2)C[C@H]1C,-2.2
CC(C)NC(=O)N(C)C[C@@H]1OCCCC[C@H](C)Oc2ccc(NS(=O)(=O)c3cn(C)cn3)cc2C(=O)N([C@@H](C)CO)C[C@@H]1C,0.1
O=C(C[C@@H]1CC[C@H]2[C@@H](COC[C@@H](O)CN2Cc2ccncc2)O1)NCC1CC1,-2.3
COc1ccccc1-c1cnc2c(c1)C(=O)N([C@H](C)CO)C[C@@H](C)[C@H](CN(C)C(=O)c1ccccc1)O2,1.8
C[C@@H]1CN([C@@H](C)CO)C(=O)c2cc(NC(=O)C3CCCCC3)ccc2O[C@H]1CN(C)C(=O)Nc1ccc(C(F)(F)F)cc1,-1.3
C[C@@H]1CN([C@H](C)CO)C(=O)c2cc(NC(=O)c3ccccc3)ccc2O[C@@H](C)CCCCO[C@@H]1CN(C)S(=O)(=O)c1ccc(F)cc1,3.6
C[C@H]1CN([C@@H](C)CO)C(=O)c2cccc(NC(=O)Nc3ccccc3)c2O[C@H]1CN(C)Cc1ccc(Cl)c(Cl)c1,0.2
Cc1noc(C)c1S(=O)(=O)Nc1ccc2c(c1)C(=O)N([C@H](C)CO)C[C@H](C)[C@@H](CN(C)C(=O)NC(C)C)OCCCC[C@H](C)O2,1.3
COc1cccc(NC(=O)N[C@H]2CC[C@@H](CC(=O)N3CCN(C)CC3)O[C@@H]2CO)c1,-6.8
CO[C@H]1CN(C)C(=O)c2ccc(NS(=O)(=O)c3cccc(F)c3)cc2OC[C@H](C)N(Cc2cc(F)ccc2F)C[C@H]1C,-1.1
Cc1noc(C)c1NC(=O)N(C)C[C@@H]1OCCCC[C@@H](C)Oc2ccc(NS(C)(=O)=O)cc2C(=O)N([C@H](C)CO)C[C@H]1C,-3.4
COc1ccc(NC(=O)N[C@@H]2C=C[C@H](CC(=O)NC3CCCCC3)O[C@@H]2CO)cc1,-0.5
CCCN(C)C[C@@H]1Oc2ncc(-c3ccccc3OC)cc2C(=O)N([C@H](C)CO)C[C@H]1C,3.8
N#C[C@@H]1[C@@H](c2ccc(C3=CCCCC3)cc2)[C@H](CO)N1S(=O)(=O)c1ccccc1,0.1
CO[C@H]1CN(C)C(=O)c2cc(NS(C)(=O)=O)ccc2OC[C@@H](C)N(C(=O)C2CC2)C[C@@H]1C,0.2
CNC[C@H]1Oc2cc(C#CCC3CCCC3)ccc2S(=O)(=O)N([C@H](C)CO)C[C@H]1C,-0.6
